Assay outcomes (PubChem BioAssay)
PI5P4K alpha inh: qHTS for Inhibitors of phosphatidylinositol 5-phosphate 4-kinase (PI5P4K); max response, %; PI5P4Kalpha enzyme, ADP-Glo luminescence, 60 min; hits give low values; hit rate 1.2% among 330,000; active means max response of -50% or lower; inconclusive means between -30% and -50%; inactive means -30% or higher; further: value at the top dose of about 77 µM; on the % scale 0 is the no-effect control and ±100 the full control effect
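Single end-point luminescence (ADP-Glo) quantified ADP from PI5P4Kalpha turnover; ATP 5 microM final, 1 h at RT, 0.1% CHAPS and 0.28 mM EGTA in HEPES pH 7.4.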
WRN inhibitor: qHTS for Inhibitors of WRN Helicase. WRN helicase unwinding, fluorescent forked duplex, kinetic. Potency, µM (highest dose often 114 µM), for the others: top-dose activity change, negative = inhibition, usual class: inhibitors. Bifunctional 3'-5' exonuclease/ATP-dependent helicase WRN (Homo sapiens), Q14191. hit rate 0.46% among 360,000. AID 651768, 2012; further: potency means the concentration at half of the fitted maximal effect; on the % scale 0 is the no-effect control and ±100 the full control effect; nearly all actives have a fitted effect of over 55% in size
Target sequence (Q14191 whole entry, looked up): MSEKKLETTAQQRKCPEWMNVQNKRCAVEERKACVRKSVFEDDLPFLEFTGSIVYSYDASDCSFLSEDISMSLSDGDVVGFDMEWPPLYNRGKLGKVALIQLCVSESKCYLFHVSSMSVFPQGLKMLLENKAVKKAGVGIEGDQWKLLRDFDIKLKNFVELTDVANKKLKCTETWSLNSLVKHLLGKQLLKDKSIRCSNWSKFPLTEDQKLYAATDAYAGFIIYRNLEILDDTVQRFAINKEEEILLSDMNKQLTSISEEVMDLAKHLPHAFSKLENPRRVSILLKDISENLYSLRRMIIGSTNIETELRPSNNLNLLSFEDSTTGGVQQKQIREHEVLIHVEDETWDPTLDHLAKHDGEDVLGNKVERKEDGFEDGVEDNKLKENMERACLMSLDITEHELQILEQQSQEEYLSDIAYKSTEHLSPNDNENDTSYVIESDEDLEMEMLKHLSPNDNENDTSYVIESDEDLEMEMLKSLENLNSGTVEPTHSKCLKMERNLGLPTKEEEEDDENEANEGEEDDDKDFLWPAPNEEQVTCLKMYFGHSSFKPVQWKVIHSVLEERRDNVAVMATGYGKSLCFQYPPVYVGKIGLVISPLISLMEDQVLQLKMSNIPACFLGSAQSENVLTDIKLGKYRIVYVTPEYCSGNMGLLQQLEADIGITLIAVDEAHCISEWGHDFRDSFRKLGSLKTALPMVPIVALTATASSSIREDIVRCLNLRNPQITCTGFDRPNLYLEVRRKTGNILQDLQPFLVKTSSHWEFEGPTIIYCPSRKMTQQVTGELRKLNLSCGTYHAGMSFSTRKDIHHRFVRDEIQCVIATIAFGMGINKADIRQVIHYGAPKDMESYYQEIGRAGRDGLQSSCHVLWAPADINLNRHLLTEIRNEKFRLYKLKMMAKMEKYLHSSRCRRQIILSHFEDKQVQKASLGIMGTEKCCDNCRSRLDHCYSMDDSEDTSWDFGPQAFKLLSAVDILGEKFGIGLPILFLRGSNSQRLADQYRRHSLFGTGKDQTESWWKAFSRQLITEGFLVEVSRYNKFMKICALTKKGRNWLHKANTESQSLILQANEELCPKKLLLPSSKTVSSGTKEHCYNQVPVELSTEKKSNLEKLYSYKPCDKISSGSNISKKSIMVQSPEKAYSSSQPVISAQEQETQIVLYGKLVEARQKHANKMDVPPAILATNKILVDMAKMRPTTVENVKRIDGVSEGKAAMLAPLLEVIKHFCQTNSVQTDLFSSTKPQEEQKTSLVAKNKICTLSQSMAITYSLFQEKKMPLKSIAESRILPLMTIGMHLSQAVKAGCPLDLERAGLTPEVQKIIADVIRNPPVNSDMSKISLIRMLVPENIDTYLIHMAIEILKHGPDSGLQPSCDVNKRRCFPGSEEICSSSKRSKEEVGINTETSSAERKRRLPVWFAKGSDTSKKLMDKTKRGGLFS
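WRN at 20 nM final preincubated with compound 15 min at room temperature; reaction started with 100 nM fluorophore/quencher forked duplex oligonucleotide and 2 mM ATP final. Unwinding followed kinetically by red fluorescence (ex 525, em 598 nm).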
FUS yeast rescue: qHTS for Suppressors of FUS Proteinopathy: Primary screen using FUS-linked yeast assay; S. cerevisiae FUS-expressing, growth rescue, OD600, 24 h; Potency, µM (doses to about 76.6 µM), without a hit: at the top dose growth rescue (activation), hits mostly activators; hit rate 0.24% among 390,000; AID 1347120, 2019;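 further: potency means the concentration at half of the fitted maximal effect; plate controls were DMSO vehicle for no effect and reference control for full effect; nearly all actives have a fitted effect of over 55% in size; some results filed as inactive show a strong effect at the top dose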
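Quantitative HTS measuring growth restoration of FUS-toxic yeast. Galactose-induced cells (OD 0.005) were exposed 24hr at 30C to compounds at several concentrations, then absorbance at 600 nm was recorded.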
EPAC1 antagonist: qHTS for Antagonist of cAMP-regulated guanine nucleotide exchange factor 3 (EPAC1): primary screen | Rap guanine nucleotide exchange factor 3 (Homo sapiens), O95398 | EPAC1 GEF assay, Rap1b-BODIPY-GDP exchange fluorescence | Potency, µM (doses to about 115 µM), for the others: at the highest dose activity change, negative = inhibition, usual class: inhibitors | hit rate 0.14% among 360,000;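 further: potency means the concentration at half of the fitted maximal effect; plate controls were vehicle for no effect and positive control for full effect; nearly all actives have a fitted effect of over 50% in size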
IL-2 act: qHTS of IL-2 Activators; activation, % (series mostly up to about 46 µM); IL-2 activation reporter assay, cell-based qHTS; stimulated with anti-CD3/CD4/CD28 beads; in transgenic mouse T cells; hit rate 0.065% among 360,000; AID 652025, 2013; in the data active means activation above about 50%; inconclusive means mostly about 30% to 49%; further: 0% is about no effect
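Unstimulated transgenic mouse T cells; 60-min compound exposure; bead-based TCR/CD4/CD28 stimulation; 18 h culture, 37 degrees C; dual fluorescence (EGFP, DsRed) plate cytometry.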
Abeta rescue: qHTS for compounds that reverse cellular toxicity of Amyloid beta (A-beta) peptide in yeast: Primary Screen. yeast expressing A-beta42, growth rescue, OD600, 48 h; response scale: 0% DMSO, 100% iron-clioquinol control. Potency, µM (top dose mostly 46.1 µM), without a hit: at the highest dose growth rescue, usual class: activators. hit rate 0.063% among 410,000. AID 1347071, 2019; further: potency means the concentration at half of the fitted maximal effect; nearly all actives have a fitted effect of over 55% in size
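Growth rescue measured by 600 nm absorbance after 48 h yeast culture at 30 C with compound. Values normalized between DMSO and an equimolar ferric chloride plus clioquinol control.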
PLK1 PBD block: qHTS for Inhibitors of PLK1-PDB (polo-like kinase 1 - polo-box domain): Primary Screen; Serine/threonine-protein kinase PLK1 (Homo sapiens), P53350; Plk1 PBD binding of FITC phosphopeptide, fluorescence polarization; Potency, µM, inactives show max response, negative = inhibition, actives largely listed as inhibitors; hit rate 2.8% among 360,000; AID 720504, 2013; further: potency means the concentration at half of the fitted maximal effect; series mostly up to about 57 µM; on the % scale 0 is the no-effect control and ±100 the full control effect; nearly all actives have a fitted effect of over 65% in size
EPAC1 agonist: qHTS for Agonist of cAMP-regulated guanine nucleotide exchange factor 3 (EPAC1): primary screen; Rap guanine nucleotide exchange factor 3 (Homo sapiens), O95398; EPAC1 agonist qHTS, biochemical assay; response scale: 100% = response to 6.5 mM cAMP; Potency, µM (series often up to 154 µM), for inactives: at the highest dose activation, most hits filed as activators; hit rate 0.073% among 360,000; AID 720707, 2013; further: potency means the concentration at half of the fitted maximal effect; nearly all actives have a fitted effect of over 60% in size
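EPAC1 100 nM, Rap1B–BODIPY-GDP 250 nM, unlabeled GDP 50 uM; compound titration; 5 min RT; kinetic read ex480/em540 at 5-min intervals ×30 min; data normalized to 6.5 mM cAMP agonist control.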
* marks the source's active call; other numbers are inactive results; ? = inconclusive; / = not tested or not shown; [ ] = another dose, or the depositor's remark. Unless noted, the call rests on the fitted dose curve; in most records, active means well fitted curve in the direction sought with a large enough effect; inconclusive means small, poorly fitted or top-dose-only effect, or another doubt; inactive means no such curve, though single readings can be large; an effect the other way counts as inactive or inconclusive.

SMILES	PI5P4K alpha inh	WRN inhibitor	FUS yeast rescue	EPAC1 antagonist	IL-2 act	Abeta rescue	PLK1 PBD block	EPAC1 agonist
CN(CC(=O)Nc1ccc(Cl)c(C(F)(F)F)c1)C(=O)CC1Sc2ccccc2NC1=O (centres undefined)	-7	-22%	/	-13%	-5.3	10%	5%	-5%
CC1CCc2nc(NCCO)nc(C(F)(F)F)c2C1 (centres undefined)	/	3%	20%	-5%	-0.5	-6%	0%	-11%
CC(C)NC(=O)C(=O)NCCN1CCN(C(=O)c2ccc(C(C)(C)C)cc2)CC1	-6	-3%	23%	-20%	-1.8	-16%	-17%	-7%
CC1CCCCC1NC(=O)CSc1nc2ccccc2[nH]1 (centres undefined)	1	-13%	6%	-9%	-4.4	13%	-3%	2%
CC(C)C(NC(=O)/C=C/c1cccc([N+](=O)[O-])c1)C(C)C	-4	-12%	/	-3%	4.6	18%	-24%	2%
COc1ccccc1OCC(=O)NCCc1nc2ccccc2[nH]1	-2	7%	31%	23%	0.1	0%	-16%	-3%
Cc1ccccc1S(=O)(=O)NC(=O)C1(C)CCN1C(=O)c1ccccc1CCc1ccccc1 (centres undefined)	1	-1%	?	?	-0.5	-14%	-7%	10%
Clc1ccc(OCc2nnnn2-c2ccccc2)cc1	-4	-2%	/	-16%	-4.2	-22%	1%	-7%
Cc1cccc2cc(CNCc3ccccc3)c(Cl)nc12	-2	-2%	-27%	0%	1.3	8%	3%	-5%
CSc1nc(O)c(C(c2ccc(C)cc2)c2c(O)nc(SC)[nH]c2=O)c(=O)[nH]1	-28	-3%	-4%	-12%	-0.7	6%	?	10%
O=C(NCC1CCCO1)Nc1ccc2c(c1)OCO2 (centres undefined)	1	-2%	-3%	8%	0.1	-4%	-3%	7%
c1ccc(Nc2nc(N3CCNCC3)nc(N3CCOCC3)n2)cc1	7	3%	15%	-10%	-2.7	4%	-2%	-1%
CN(CC(=O)Nc1ccc(N2CCOCC2)cc1)C(=O)c1cn(-c2ccccc2)nc1-c1ccccc1	2	-5%	12%	-8%	-1.2	4%	-1%	3%
C1=C(c2ccco2)N2CCN=C2S1	5	-6%	-10%	-13%	-0.9	4%	-10%	-1%
Cc1ccccc1NCC(=O)N/N=C/c1c(C)c(C(=O)c2ccc(Cl)cc2)n2ccccc12	0	-8%	/	9%	0.1	0%	10%	-2%

Sorted by molar mass (ascending): part of the list above
SMILES	PI5P4K alpha inh	WRN inhibitor	FUS yeast rescue	EPAC1 antagonist	IL-2 act	Abeta rescue	PLK1 PBD block	EPAC1 agonist
O=C(NCC1CCCO1)Nc1ccc2c(c1)OCO2 (centres undefined)	1	-2%	-3%	8%	0.1	-4%	-3%	7%
c1ccc(Nc2nc(N3CCNCC3)nc(N3CCOCC3)n2)cc1	7	3%	15%	-10%	-2.7	4%	-2%	-1%
CSc1nc(O)c(C(c2ccc(C)cc2)c2c(O)nc(SC)[nH]c2=O)c(=O)[nH]1	-28	-3%	-4%	-12%	-0.7	6%	?	10%

(cont.)
SMILES	PI5P4K alpha inh	WRN inhibitor	FUS yeast rescue	EPAC1 antagonist	IL-2 act	Abeta rescue	PLK1 PBD block	EPAC1 agonist
COc1ccc(N2C(c3cc(OC)cc(OC)c3)=Cc3ccccc3C2CC(C)=O)cc1 (centres undefined)	16	-3%	?	-8%	-1.0	-8%	3%	15%
Cc1cc(C)n(-c2cc(N3CCN(C(=O)c4ccccc4C)CC3)ccc2[N+](=O)[O-])n1	-1	4%	18%	-5%	-0.2	-3%	-18%	2%
CCCn1c(C)cc(C(=O)COc2ccc(S(=O)(=O)N(CC)CC)cc2[N+](=O)[O-])c1C	-8	5%	22%	-27%	-4.9	15%	0%	5%
CC1CCCCC1NC(=O)c1ccc(S(=O)(=O)N2CCN(C)CC2)cc1 (centres undefined)	0	3%	-18%	8%	0.2	-4%	1%	-5%
CCOC(=O)c1cc2cc([N+](=O)[O-])ccc2oc1=O	12	-7%	13%	-11%	-0.9	4%	0%	9%
Cc1ccc(CN2C(=O)CN(S(C)(=O)=O)CC2(C)C(=O)NC(C)C)cc1 (centres undefined)	-3	-3%	-7%	1%	0.0	-3%	4%	14%
CCOC(=S)SCc1cn2ccc(C)cc2n1	-1	-23%[57.1 µM]	2%	35%[activator]	-1.0	20%	-13%	-2%
Cn1c(N)c(C(=O)COC(=O)Cc2ccc(Cl)cc2Cl)c(=O)n(C)c1=O	1	-17%	14%	-10%	1.0	-5%	-3%	9%
Cc1cc(-c2ccccc2)nc2c(Br)c(C(=O)O)nn12	?	?	-9%	-14%	0.1	-7%	-29%	-3%
Nc1nc2n(c1C(=O)c1ccccc1)CCC2	/	-2%	9%	-1%	1.9	9%	-2%	8%
Cc1ccc(S(=O)(=O)c2c(C)cc(C)nc2Cl)cc1	9	-4%	/	-1%	-3.4	8%	0%	-1%
O=C(CSc1nnc(-c2ccccc2)o1)N1CCN(c2ccccc2)CC1	/	4%	0%	13%	-0.6	5%	-2%	3%
CSc1cccc(NC(=O)C2CCCN(S(=O)(=O)c3ccc(F)cc3)C2)c1 (centres undefined)	4	-24%	-7%	-15%	2.5	5%	-6%	-3%
NC(=O)c1ccc[n+](CC(=O)c2ccc(F)cc2)c1	4	-30%	-16%	9%	1.5	-16%	-1%	7%
CC(C)[C@@H]1NC(=O)c2cc([N+](=O)[O-])cc(I)c2NCCC[C@@H](C(=O)NC(CC(=O)O)C(N)=O)NC(=O)[C@H](CO)NC1=O (some centres undefined)	6	-6%	0%	13%	-1.9	-18%	-7%	-1%
O=C(COc1ccccc1Br)NCc1ccccn1	/	11%	18%	14%	-1.9	3%	-3%	3%
COc1ccc(CCN2C(=O)CC(N3CCN(c4ccccn4)CC3)C2=O)cc1OC (centres undefined)	-6	16%	14%	6%	-1.1	-7%	-14%	-3%
Cc1ccc(N2CC(O)Cn3c2nc2c3c(=O)[nH]c(=O)n2C)cc1 (centres undefined)	-1	20%	21%	2%	-0.5	1%	-9%	-2%
CCN(CC)CCn1c2c(c(SCC(=O)Nc3nc(C)cs3)nc1=O)CCCC2	-5	-9%	12%	-4%	0.0	14%	0%	9%
COc1cccc(N(CC(=O)Nc2ccccc2C(=O)N2CCCC2)S(C)(=O)=O)c1	-6	8%	3%	-14%	-0.3	-5%	-9%	-5%
O=[N+]([O-])c1ccc(-c2csc(N/N=C/c3cccnc3)n2)cc1	-15	-5%	-11%	4%	1.5	7%	-12%	7%
CC(=O)Nc1ccc(S(=O)(=O)N2CCN(C(=O)N3CCCCCC3)CC2)cc1	-2	-16%	-24%	0%	-2.9	-4%[9.22 µM]	0%	-1%
O=C(COC(=O)c1cccc(S(=O)(=O)N2CCCCC2)c1)NCc1ccccc1	1	-18%	22%	-19%	0.2	-2%	-9%	-41%[inhibitor]
Cc1ccc(S(=O)(=O)N/N=C/c2cccc([N+](=O)[O-])c2)cc1	7	-2%	/	-6%	-0.1	1%	?	2%
Cc1cc(NC(=O)CSc2ccccn2)cc(NC(=O)CSc2ccccn2)c1	4	3%	11%	-14%	-1.7	2%	-8%	-1%
CCCCOC(=O)Nc1ccccc1C(=O)OC	-2	1%	-10%	-2%	-0.6	2%	1%	6%
CCOc1ccc(OC(=O)c2cccc(S(=O)(=O)N3CCN(C)CC3)c2)cc1	4	-16%	12%	-8%	-0.2	2%	0%	-2%
Cc1ccc(C(=O)CC(Nc2ccc(F)cc2)c2ccccc2)cc1 (centres undefined)	0	-9%	6%	-27%	-6.4	-12%	5%	6%
Cc1ccc(-c2csc(C(C)(O)c3ccc(F)c(F)c3)n2)cc1C (centres undefined)	19	3%[57.1 µM]	16%	-24%	0.1	-71%[inhibitor]	-14%	-16%
O=C(CSc1ccccc1)Nc1ccc(Cl)c(S(=O)(=O)N2CCOCC2)c1	-1	4%	1%	6%	0.5	25%	-11%	14%
COCCn1c(CN2CCC(Cc3ccccc3)CC2)nc2c1c(=O)n(C)c(=O)n2C	-4	0%	-8%	-8%	-1.5	5%	-5%	2%
COc1ccccc1Nc1nc(-c2ccccc2O)nc2ccccc12	27	-7%	-1%	-3%	-0.4	-3%	-5%	1%
C=CC[C@@H](Cc1ccc(F)cc1)C(=O)OC[C@@H]1CCCN1C(=O)[C@H](CC=C)CC(=O)N[C@H](CO)Cc1ccccc1	18	-1%	?	-13%	-0.5	-15%	19%	-6%
COc1cc(NC(=O)c2ccc(F)cc2)c(OC)cc1NC(=O)CN1CCOCC1	-1	-5%	5%	4%	-1.0	1%	-2%	8%
COc1ccc2c(c1)c(C(=O)CNc1nc(C)cs1)c(C)n2C	-7	4%	?	-2%	0.3	0%	-9%	-2%
COc1ccc(-c2nn(CCC(=O)O)cc2/C=C2\SC(N)=NC2=O)cc1OC	-10	-5%[11.6 µM]	-10%	4%	0.3	17%	-6%	-3%
Cc1c(/C(O)=C2/C(=O)C(=O)N(CCN3CCOCC3)C2c2ccco2)cnn1-c1ccccc1 (centres undefined)	1	0%	7%	6%	0.4	24%	-9%	-3%
S=C(Nc1cccc(Br)c1)c1ccccc1	0	-8%	7%	4%	-2.9	?	13µM*	10%
COc1ccc(-c2nnn(CC(=O)N(CC(=O)NCCC(C)C)c3ccccc3)n2)cc1OC	/	6%	33%	1%	-0.3	-10%	-2%	3%
Cc1csc(=O)n1CCC(=O)OCc1nnc(-c2ccccc2Cl)o1	3	-7%	10%	-5%	0.6	-4%	-9%	-1%
O=C(Nc1nnc(-c2ccco2)s1)C1CCCCC1	-1	-3%	-8%	15%	2.4	-2%	-5%	4%
COc1ccc(/C=C2/SC(=S)N(CCC(=O)O)C2=O)cc1	/	-18%	6%	-10%	-0.7	6%	-7%	1%
CCOC(=O)N1CCC(N2Cc3cccc(C(=O)NC(C)c4ccc5c(c4)OCCO5)c3C2=O)CC1 (centres undefined)	-4	-10%	?	-19%	-2.7	0%	-23%	4%
COc1ccc(CNC(=O)COC(=O)c2cccs2)cc1	1	-24%	2%	-21%	-1.0	-8%	0%	8%
